Assay outcomes deposited in PubChem BioAssay by several laboratories.
Mtb RmlCD inh: inhibitors of Mycobacterium tuberculosis RmlC and RmlD coupled enzymes; inhibition, % at 3.6 µM; RmlC+RmlD coupled enzyme assay, percent inhibition; primary screen in compound mixtures; P9WH09+P9WH11; AID 1533; actives 0.03% (n = 160,000); in the data active = inhibition mostly above about 34%, no sharp cut-off; also: some results filed as inactive read as strong as hits
Target sequence (P9WH09 whole entry, looked up): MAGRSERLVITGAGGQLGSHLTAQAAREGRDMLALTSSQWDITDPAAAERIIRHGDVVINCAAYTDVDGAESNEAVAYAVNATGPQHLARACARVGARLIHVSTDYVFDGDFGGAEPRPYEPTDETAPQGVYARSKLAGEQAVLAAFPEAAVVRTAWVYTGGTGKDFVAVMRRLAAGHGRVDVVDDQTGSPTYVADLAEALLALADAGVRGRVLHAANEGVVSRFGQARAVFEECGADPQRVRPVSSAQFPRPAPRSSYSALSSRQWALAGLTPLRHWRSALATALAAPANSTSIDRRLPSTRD
Target sequence (P9WH11 whole entry, looked up): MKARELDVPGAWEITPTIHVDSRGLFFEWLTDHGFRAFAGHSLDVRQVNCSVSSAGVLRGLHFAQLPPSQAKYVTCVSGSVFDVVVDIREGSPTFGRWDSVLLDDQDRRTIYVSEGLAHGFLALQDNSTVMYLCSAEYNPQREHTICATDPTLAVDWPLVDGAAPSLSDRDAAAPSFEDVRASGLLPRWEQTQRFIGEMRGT
GlmU inhibition: inhibition of mycobacterial GlmU enzyme – biochemical, glucosamine-1-phosphate acetyltransferase (AID 1376) | M. tuberculosis GlmU acetyltransferase enzyme assay; higher % means a stronger effect | inhibition, %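 (tested at 30 µM in the primary screen)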; hits with a dose series show IC50 in µM | actives 0.25% (n = 220,000); in the data active = inhibition above about 13%;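 also: 0% = complete reaction with vehicle and 100% = reaction without substrate; strong numbers were not always called active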
* hit, by the source's call; / = not tested or not shown; & = joins results of further samples. Not all compounds are listed, so the mix of outcomes need not match the whole.

SMILES | Mtb RmlCD inh | GlmU inhibition
Cc1ccsc1C(=O)C1CCCN(Cc2cccc(OCCO)c2)C1 (configuration not stated) | -2.5 | -8.0%
O=C(COc1ccc(-c2nnc(N3CCCCC3)c3ccccc23)cc1)N1CCCCC1 | -12.4 | 3.5%
O=C(O)CCCC(=O)NNC(=O)c1cccc(Br)c1 | -13.7 | 6.4%
COc1cccc(NC(=O)COC(=O)c2cc(S(=O)(=O)N3CCOCC3)ccc2C)c1 | 7.6 | 5.9%
CCCNC(=O)Nc1cccc(NC(C)=O)c1 | 6.4 | 7.0%
NC(N)=NS(=O)(=O)c1ccc(N)cc1 | / | 0.8%
O=C(c1cc2c(s1)CCCC2)N1CCN(Cc2ccc3c(c2)OCO3)CC1 | / | -1.9%
COc1ccccc1OCc1ccc(C(=O)NCC(C)C)o1 | -11.0 | -5.0%
CCCC(=O)Nc1nc2ccc(S(=O)(=O)N3CCCCC3)cc2s1 | 71.2 | 5.5%
Cc1cccc(-c2nnc3n2N=C(c2ccccc2Br)CS3)c1 | -10.8 | /
O=C(COc1ccccc1Cl)Nc1cc(Cl)ccc1O | -11.3 | -1.2%
CCOC(=O)c1ccc(S(=O)(=O)Nc2ccccc2-c2nnn(CC)n2)cc1 | -6.7 | 3.3%
O=C1/C(=C/c2ccc(O)c(O)c2)Oc2cc(O)ccc21 | / | 6.8%
Cc1cc(NC(=O)/C(C#N)=C/c2ccc(-c3cccc(C(F)(F)F)c3)o2)n(-c2ccccc2)n1 | 7.2 | -2.0%
CC(C)n1nnnc1SCC(=O)N1CCN(C(=O)c2ccco2)CC1 | -10.4 | 1.4%
CCCS(=O)(=O)N1CCC(C(=O)NCc2ccco2)CC1 | -11.4 | 2.5%
Cc1cc(NC(=O)c2ccc(Cl)cc2)c(C)cc1O | -6.5 | 1.4%
CCCCCNC(=O)CCn1c(=O)oc2ccccc21 | 7.1 | -5.1%
COc1cccc(-n2c(-c3ccoc3)nc3ccccc3c2=O)c1 | 7.6 | -3.7%
COC(=O)c1ccc(CSc2nnc(Nc3ccccc3OC)s2)o1 | -8.4 | -2.4%

Reprinted from above (3 entries):
SMILES | Mtb RmlCD inh | GlmU inhibition
CCCCCNC(=O)CCn1c(=O)oc2ccccc21 | 7.1 | -5.1%
COc1cccc(-n2c(-c3ccoc3)nc3ccccc3c2=O)c1 | 7.6 | -3.7%
COC(=O)c1ccc(CSc2nnc(Nc3ccccc3OC)s2)o1 | -8.4 | -2.4%

Following part
SMILES | Mtb RmlCD inh | GlmU inhibition
CC(C)(C)NC(=O)Nc1ccc(Cn2cc(C(F)(F)F)ccc2=O)cc1 | -5.1 | 6.8%
NC(=O)c1ccccc1NC(=O)/C=C/c1ccccc1 | 5.4 | -1.4%
O=C(Nc1ccc(Cl)c(Cl)c1)Nc1ccccc1C(=O)O | 2.7 | -1.1%
COc1ccc(C(=O)Nc2ncc3c(n2)CC(c2ccco2)CC3=O)cc1 (configuration not stated) | 9.3 | 2.0%
COc1ccc(-c2ccc(S(=O)(=O)NCC3CCCO3)cc2)cc1 (configuration not stated) | 10.8 | -5.6%
c1ccc2c3c(c(CN4CCCC4)cc2c1)COC3 | / | 1.5%
COc1cc(C(=O)OCC(=O)Nc2ccc(SC(F)F)cc2)cc(OC)c1OC | 3.2 | 2.1%
O=C(Cc1ccccc1F)OCC(=O)N1CCN(C(=O)c2ccco2)CC1 | 10.6 | -2.7%
Clc1ccc(Cn2ccnc2)cn1 | / | -0.6%
COc1ccc(/C=N/n2cnc3c([nH]c4ccc(Br)cc43)c2=O)cc1CN1CCOCC1 | / | 5.3%

Random excerpt: 2 entries already listed.
SMILES | Mtb RmlCD inh | GlmU inhibition
CCCCCNC(=O)CCn1c(=O)oc2ccccc21 | 7.1 | -5.1%
O=C(c1cc2c(s1)CCCC2)N1CCN(Cc2ccc3c(c2)OCO3)CC1 | / | -1.9%

New compounds follow.
SMILES | Mtb RmlCD inh | GlmU inhibition
CCc1cc(C(c2ccc(OC)c(OC)c2)N2CCOCC2)c(NC(=O)c2ccccc2)s1 (configuration not stated) | -7.6 | -0.3%
S=c1[nH]nc(-c2cccs2)n1/N=C/c1cn(-c2ccccc2)nc1-c1ccc(Cl)cc1 | -10.2 | 1.6%
COc1ccc(N(C)C(=S)Nc2ccc3nc(C)c(C)nc3c2)cc1 | 7.4 | -3.1%
CCCc1cc(C(F)(F)F)c(C#N)c(=O)[nH]1 | / | 1.4%
Oc1cccc2cc3cccc(O)c3c(O)c12 | 4.9 | -0.3%
CCCc1ccc(S(=O)(=O)NCCc2ccncc2)cc1 | -8.4 | -2.4%
CCCCN1C(=O)NC(NC(=O)C2CC2)(C(F)(F)F)C1=O (configuration not stated) | -1.5 | 1.4%
COc1ccc(N2CCN(C(=O)CN(c3cccc(Br)c3)S(C)(=O)=O)CC2)cc1 | 17.6 | 0.1%
CC(C)Sc1nnc(CNC(=O)C23CC4CC(CC(C4)C2)C3)n1C1CCCCC1 | 5.0 | -4.8%
COc1ccc(CNC(=O)COC(=O)Cc2ccsc2)cc1 | 40.6 | 7.2%
Cc1ccc(S(=O)(=O)Nc2ccc3c(c2)CCC3)cc1C | 30.8 | -4.6%
COc1ccc(/C=N/NC(=O)c2cccc(OC(F)(F)C(F)F)c2)cc1O | -3.6 | 2.4%
O=[N+]([O-])c1cc(Cl)cc(/C=N/NC(=S)Nc2ccc(S(=O)(=O)N3CCOCC3)cc2)c1O | / | 5.5%
CCCCCOC(=O)c1ccccc1C(=O)O | 62.1 | 0.7%
CCCCN(CC)Cc1ccc(CNC(=O)Nc2ccc(OC)cc2OC)o1 | / | 2.8%
O=C(O)c1csc(-n2nc(-c3ccccc3)cc2C(F)(F)F)n1 | / | 2.1%
CCC(=O)Nc1ccc(N2CCN(C(=O)c3cccs3)CC2)cc1 | -11.0 | 5.9%
CC12CCC(C(N)=O)(C1Br)C2(C)C (configuration not stated) | -15.8 | -1.4%
Cc1cccc(OCC(=O)N2CCN(Cc3cccnc3)CC2)c1 | -13.0 | -1.5%
CCCN(CCO)Cc1ccc2ccccc2c1 | / | 4.9%

3 structures from above, sorted by heavy-atom count, falling.
SMILES | Mtb RmlCD inh | GlmU inhibition
CCCCN(CC)Cc1ccc(CNC(=O)Nc2ccc(OC)cc2OC)o1 | / | 2.8%
CCCCCOC(=O)c1ccccc1C(=O)O | 62.1 | 0.7%
CC12CCC(C(N)=O)(C1Br)C2(C)C (configuration not stated) | -15.8 | -1.4%

Following part:
SMILES | Mtb RmlCD inh | GlmU inhibition
CC(C)c1ccc(/C=C/C(=O)NCCC2=CCCCC2)cc1 | / | -8.7%
O=C(COC(=O)Cn1cnc2ccccc2c1=O)Nc1cc(Cl)ccc1[N+](=O)[O-] | -17.5 | -4.2%
CCn1c(=N)n(CC(=O)c2cccc(OC)c2)c2ccccc21 | 33.7 | -6.5%
CCCCc1nnc(NC(=O)C(C)Sc2nc(N)cc(=O)[nH]2)s1 (configuration not stated) | / | 0.9%
COc1ccc(N2CSC3=C(C#N)C(c4cccs4)CC(=O)N3C2)cc1 (configuration not stated) | / | 3.3%
CCC(Sc1ccccn1)C(=O)Nc1cccc([N+](=O)[O-])c1 (configuration not stated) | 0.6 | 2.2%
CC(=O)Nc1ccc(OC(=O)N(C)C)cc1 | -1.7 | 3.1%
CCN(CC)S(=O)(=O)c1ccc(Cl)c(C(=O)NCC2CCCO2)c1 (configuration not stated) | -12.6 | -3.4%
O=C(NCCCCCc1nc2ccccc2[nH]1)c1ccccc1Cl | 13.4 | 5.9%
Cc1ccc2[nH]c(O)c(N=NC(=O)C(C)n3cnc4ccccc4c3=O)c2c1 (configuration not stated) | / | -0.5%
CCn1c(=O)cc(OCC(=O)N2CCN(c3cccc(C(F)(F)F)c3)CC2)c2ccccc21 | / | -1.5%&-1.7%
Cc1cc(C)c(S(=O)(=O)Nc2ccc(C(N)=O)cc2)c(C)c1 | 5.2 | -3.3%
NC(=O)C1CCN(C2=C(NS(=O)(=O)c3ccc(Cl)cc3)C(=O)c3ccccc3C2=O)CC1 | -16.2 | -1.4%
CCc1cc2c(=O)c(-c3nc4ccccc4n3C)c(C)oc2c(CN2CCN(C)CC2)c1O | -5.3 | /
Cc1ccc(S(=O)(=O)N[C@@H](CC(C)C)C(=O)NCc2ccco2)cc1 | 5.4 | 3.8%
CSC(=NC1CCCCC1)NS(=O)(=O)c1ccccc1 | / | 6.8%
N#CCC(=O)NNc1c([N+](=O)[O-])cc(C(F)(F)F)cc1[N+](=O)[O-] | 23.1 | 1.0%
Fc1ccc(NC(=S)NC2CCCCC2)c(F)c1F | 5.8 | 1.5%
CSc1ccc(C(=O)C2CCCN(Cc3cccc4nccnc34)C2)cc1 (configuration not stated) | 8.7 | -2.2%
CC(=O)/C=C(\C)NCCNc1c(F)c(F)c(CO)c(F)c1F | / | 2.5%
O=S(=O)(NC1CCN(Cc2ccccc2)CC1)c1ccc2ccccc2c1 | -9.7 | -2.6%
CCN(CC)S(=O)(=O)c1cccc(NC(=O)COC(=O)CCC(=O)c2ccc(F)cc2)c1 | 9.6 | 4.6%
O=C(Nc1cccnc1)C1(c2ccccc2)CCCC1 | / | 1.3%
COc1ccc(-c2[nH]c(-c3ccc(C(=O)O)cc3)nc2-c2ccccc2)cc1 | / | 4.6%
COc1ccccc1/C=C/C1NC(=O)NC(C)=C1C(=O)OC(C)C (configuration not stated) | 2.9 | 1.6%
CCSc1nc2ccc(C)cc2cc1C#N | -7.4 | 4.2%
C=CCN1CCN(C(c2ccccc2)c2nnnn2CCC(C)C)CC1 (configuration not stated) | / | 1.7%
Cc1cc(/C=N/NC(=O)c2c(Br)cnn2C)c(C)n1-c1cccc(Br)c1 | / | 2.4%
CC(C)n1nc(C(=O)N2CCN(S(=O)(=O)c3cccs3)CC2)c2ccccc2c1=O | 8.9 | -0.7%
Cc1cccc(NC(=O)CN2C(=O)N/C(=C/c3cc(C)n(-c4ccncc4)c3C)C2=O)c1 | 4.6 | -11.1%
Cc1ccc2oc(C(=O)Nc3nnc(C)s3)c(C)c2c1 | 6.1 | 3.9%
O=C(CSc1nnc(CN2CCOCC2)n1-c1ccc(Cl)cc1)Nc1cc(Cl)ccc1O | -7.4 | -2.2%
S=C1NC(c2ccccc2)=CC(c2ccccc2)N1 (configuration not stated) | 21.1 | 17.9%
Cc1ccc(C)c(NC(=O)C2CC(Cl)=CCC2C(=O)O)c1 (configuration not stated) | -14.0 | 2.1%
Cc1cc(NC(=O)CSc2nnc(-c3ccc(O)cc3)o2)no1 | -1.5 | 7.3%
O=C(N/N=C/c1cccc([N+](=O)[O-])c1)c1cc2ccccc2o1 | -10.3 | -3.7%
COc1cc(-c2cc(C(=O)Nc3ccc(O)cc3)c3ccccc3n2)cc(OC)c1OC | 3.1 | 5.8%
N#CC1=C2SCC(O)(c3ccccc3)N2C(=O)CC1c1cccs1 (configuration not stated) | 9.4 | 4.4%
CC(=O)c1cnc2cc(-c3ccc(C)cc3)nn2c1C | / | 4.2%
Cc1ccc(NC(=O)C2CC(=O)OC23CCOC(C)(C)C3)cc1 (configuration not stated) | / | 0.6%
CCCCn1c(NCc2ccccn2)nc2ccccc21 | 6.0 | 1.8%
O=C(COc1cnc2ccccc2n1)NCCC1=CCCCC1 | -6.3 | 0.0%
CCOC(=O)NNc1ccc2nonc2c1[N+](=O)[O-] | -2.8 | /
O=C(NCc1ccc2c(c1)OCO2)c1ccc(CN2CCOCC2)cc1 | -4.5 | -2.1%
COc1cccc(C(=O)Cn2c(=O)n(CCC(=O)NCC3CCCO3)c(=O)c3cc(OC)c(OC)cc32)c1 (configuration not stated) | -7.3 | -3.6%
CC(C)c1ccc(NC(=S)NN2CCN(C)CC2)cc1 | / | -4.0%
COCCn1c(C)cc(C(=O)COC(=O)c2ccc[nH]c2=O)c1C | 3.3 | 1.5%
COc1ccc(CC(=O)NCC(c2ccc(OC)cc2)N(C)C)cc1 (configuration not stated) | -7.2 | -4.1%
Cc1c(CN(C)CCc2ccccc2)c(=O)n(-c2ccccc2)n1C | -8.1 | 2.3%
O=C(c1ccc(CS(=O)(=O)c2ccccc2)o1)N1CCN(c2ncccn2)CC1 | 6.9 | 0.9%

Next part
SMILES | Mtb RmlCD inh | GlmU inhibition
C=CCc1ccc(OCCOCCNCCOC)c(OC)c1 | / | -2.4%
CC(C)(C)C(=O)NC1(C(F)(F)F)NC(=O)N(c2ccc(F)cc2)C1=O (configuration not stated) | -15.7 | -2.6%
Brc1ccc(Cn2c(-c3cncs3)nc3ccccc32)cc1 | / | 1.9%
COc1ccc(OCC2CCCN(Cc3nc(CC4CC4)no3)C2)cc1 (configuration not stated) | 53.0 | 1.0%
COc1ccc(C2/C(=C(/O)c3ccc4c(c3)CC(C)O4)C(=O)C(=O)N2CCN2CCOCC2)cc1 (configuration not stated) | 22.6 | -3.2%
COc1ccc(-c2nc3ccccc3[nH]2)cc1 | -0.7 | 8.9%
O=C(O)CC1NC(=O)N(c2ccccc2)C1=O (configuration not stated) | / | 3.3%
CC(C(=O)NCCCc1ccccc1)c1ccc([N+](=O)[O-])cc1 (configuration not stated) | 5.9 | 1.6%
COc1ccc2c(C(=O)CN3CCN(c4ccccc4)CC3)c[nH]c2c1 | -6.2 | -0.7%
CCC(C)NC(=O)CSc1nc2c(sc3ccccc32)c(=O)n1CCCN1CCOCC1 (configuration not stated) | / | -1.8%
O=C(NNC(=S)NC(=O)c1ccccc1[N+](=O)[O-])c1ccccc1Cl | 1.8 | -1.7%
Cc1ccc(SC(C)C(=O)Nc2ccncc2)cc1 (configuration not stated) | / | -3.4%
S=c1[nH]nc(C2CCCCC2)n1/N=C/c1ccncc1 | / | -3.5%
OC(CNC1CCCCC1)CN1CCN(CC(O)CNC2CCCCC2)CC1 (configuration not stated) | / | 1.0%
O=C(N/N=C/C=C/c1ccco1)C(O)c1ccccc1 (configuration not stated) | / | -3.6%
